Compound activity (PubChem BioAssay)
STAT1 activator: increases IFN-gamma driven STAT1 reporter signal | NIH 3T3 STAT1-luciferase reporter, luminescence; 100% = IFN-gamma alone, no compound | activation (% of control), % at 5.5 µM | 2.6% of 200,000 active | AID 932;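 active = activation above the screen-wide mean activation plus 3 SD, cut at about 130% in these data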;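 also: raw ratio to IFN-gamma control signal so 100% means no change and 0% no light; values of inactives mirror those of a sister screen read the other way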
Redox H2O2 prof: compounds producing H2O2 with reducing agent – biochemical, NIH compound library profiling, artefact control for MLSCN library redox annotation, primary screen; 0.03% of 200,000 active; AID 878; DTT-dependent redox cycling H2O2, phenol red/HRP absorbance; 100% = 100 µM peroxide control, 0% = buffer; activation, % at 10 µM;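 active = activation of at least 50% relative to the plate's high and low controls in the primary single-dose screen; inactive = activation below 50%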;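 also: compound incubated with DTT at 0.8 mM final as the reducing agent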
Hsp70 activator: transcriptional activators of Hsp70; AID 1203; activation, % at 10 µM; HeLa Hsp70 promoter luciferase reporter, luminescence; scaled: vehicle 0, proteasome-inhibitor control 100%; 0.04% of 200,000 active;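 active = activation above the mean across all tested compounds plus 3 SD, cutoff set per campaign, cut at about 5.5% in these data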;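 also: 100% = MG132 at 30 µM as the positive control and 0% = DMSO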
FLuc inhib CS: counter-screen for luciferase assay inhibitors: firefly luciferase inhibition; inhibition, % at 10 µM; AID 1006; 1.5% of 200,000 active; ATPLite firefly luciferase biochemical luminescence, 10 min; P08659;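 active = inhibition above about 50% when tested at 10 µM, limit read from the data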
Target sequence (P08659 whole entry, looked up): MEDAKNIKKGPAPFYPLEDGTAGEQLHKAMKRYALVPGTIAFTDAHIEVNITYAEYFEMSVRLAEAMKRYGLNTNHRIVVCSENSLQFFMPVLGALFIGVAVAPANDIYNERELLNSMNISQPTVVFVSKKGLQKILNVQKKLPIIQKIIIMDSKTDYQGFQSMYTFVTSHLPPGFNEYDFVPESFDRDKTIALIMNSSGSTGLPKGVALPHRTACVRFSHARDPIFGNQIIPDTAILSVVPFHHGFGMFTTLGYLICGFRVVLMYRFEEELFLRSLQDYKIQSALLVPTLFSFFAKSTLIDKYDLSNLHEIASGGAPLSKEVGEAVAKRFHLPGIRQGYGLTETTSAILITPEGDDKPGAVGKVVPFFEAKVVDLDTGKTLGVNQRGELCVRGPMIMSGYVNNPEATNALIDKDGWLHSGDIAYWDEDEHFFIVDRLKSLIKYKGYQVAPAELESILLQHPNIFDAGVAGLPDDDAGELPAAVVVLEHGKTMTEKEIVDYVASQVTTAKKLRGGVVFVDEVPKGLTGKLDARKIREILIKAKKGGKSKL
Efa HMGR inh: E. faecalis class II HMG-CoA reductase inhibition; AID 1066; purified E. faecalis HMGR, NADPH absorbance 340 nm kinetic; 0.41% of 190,000 active; inhibition, % at 10 µM;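 active = inhibition above a set limit, the median over all tested compounds plus 3 SD, cut at about 9.5% in these data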;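 also: enzyme runs in reverse so mevalonate oxidation gives rising NADPH absorbance; 0% = complete reaction with DMSO and 100% = background rate lacking mevalonate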
APP transl inh: APP translation inhibition. SH-SY5Y APP 5'UTR-luciferase reporter, luminescence. 0.82% of 190,000 active. inhibition, % at 2 µM;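 active = inhibition above a set limit, derived from the sample mean plus 3 SD, cut at about 45% in these data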; also: values of inactives mirror those of a sister screen read the other way
G6PDH CS: inhibits Leuconostoc G6PDH, flagging false hits in G6PDH-based assays; Purified L. mesenteroides G6PDH, diaphorase/resazurin coupled fluorescence, 45 min; inhibition, % at 5 µM; 0.12% of 200,000 active; in the data active = inhibition above about 50%
APP 5'UTR act: APP 5'UTR luciferase reporter activation; activation, % at 2 µM; AID 1276; 1% of 190,000 active; SH-SY5Y APP 5'UTR luciferase reporter, luminescence; zero percent = DMSO vehicle wells;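 active = activation above a set limit, based on mean plus 3 SD of controls, cut at about 140% in these data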; also: values of inactives mirror those of a sister screen read the other way
FLuc act counter: firefly luciferase counter-screen for stimulation assays; 200,000 tested, under 10 active; ATPlite luciferase biochemical, luminescence, 10 min; 0 = ATP-free wells, 1 = DMSO control; activation factor at 10 µM; P08659;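 active = luciferase activation factor, scaled between plate controls, of at least 2 with compound at 10 µM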
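Assay system: Luciferase/luciferin detection reagent, cell-free biochemical luciferase assay / Read-out: luciferase activation / Benchmarks: No-ATP low control, compound-free enzyme-plus-ATP high control / Medium: PBS buffer for ATP / Detection: luminescence measurement of luciferase light output / Schedule: 10 min at ambient temperature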
NF-kB neuron act: NF-kB expression increase, human neuronal cells. NF-kB reporter expression; stronger effect = higher value. fold change at 12.5 µM. 1.6% of 190,000 active. AID 1239; in the data active = fold change above about 3.3
The depositor's hits bear a star; . = no result given.

SMILES | STAT1 activator | Redox H2O2 prof | Hsp70 activator | FLuc inhib CS | Efa HMGR inh | APP transl inh | G6PDH CS | APP 5'UTR act | FLuc act counter | NF-kB neuron act
COc1ccc(Cn2c(SCC(=O)NCc3ccco3)nc3ccsc3c2=O)cc1 | 94 | -1.7 | -0.2 | -4 | -1 | 10 | -25 | -10 | 1 | 1.2
O=C(COC(=O)c1cc[n+]([O-])cc1)Nc1ccc2c(c1)OCCO2 | 100 | -0.2 | -0.5 | -4 | -8 | -7 | 0 | 7 | 1 | 1.1
COc1ccccc1-c1nn2c(-c3ccco3)nnc2s1 | 172* | 0.1 | 0.6 | 27 | 0 | -44 | 12 | 44 | 0.7 | 1.4
Cc1cc(CSc2ccccc2)ccc1NC(=O)c1cccc([N+](=O)[O-])c1 | 92 | 2.3 | -0.2 | -7 | -2 | 6 | 0 | -6 | 1.1 | 0.88
COc1ccccc1/C=N/NC(=O)c1ccc(=O)n(C)c1 | 99 | -0.7 | -0.2 | -3 | -1 | -14 | -7 | 14 | 1 | 1.4
Cc1ccc(-c2noc(-c3ccoc3C)n2)cc1 | 154* | -1.7 | 0.0 | 35 | -6 | -92 | 11 | 92 | 0.7 | 2.5
Cc1ccc(-c2nnc(CSc3nncn3N)o2)cc1 | 100 | 0.4 | 0.6 | 2 | -2 | 9 | 6 | -9 | 1 | 1.2
O=C(Nc1ccc2ccccc2c1)c1onc2c1CCCC2 | 154* | -3.6 | 0.0 | 28 | -2 | -206 | 6 | 206* | 0.7 | 8.1*
COC(=O)c1cccnc1NC(=S)NC(C)C | 101 | 1.1 | 0.2 | 10 | -6 | -13 | -1 | 13 | 0.9 | 1
COC(=O)c1ccccc1OCC(=O)N1CCN(c2ccc(F)cc2)CC1 | 90 | -5.7 | -0.2 | -2 | 3 | 5 | 0 | -5 | 1 | 1.2
CC1=C/C(=N\Nc2ccccc2[N+](=O)[O-])CC(C)(C)C1 | 101 | -0.1 | -0.3 | 1 | -2 | -10 | -8 | 10 | 1 | 1.5
O=C(COc1ccccc1)N1CCN(c2nnc(-c3ccccc3)c3ccccc23)CC1 | 104 | 0.3 | -0.5 | -7 | 0 | 16 | 7 | -16 | 1.1 | 0.25
O=C(O)CSCc1nc2ccccc2[nH]1 | 86 | -0.9 | -0.6 | -10 | 2 | 4 | 3 | -4 | 1.1 | 1.1
COC(=O)c1ccc2nc(-c3ccc(S(C)(=O)=O)cc3)cn2c1 | 139* | 0.5 | -0.3 | 10 | -2 | -27 | 2 | 27 | 0.9 | 2
CSc1ccc(C#N)cc1NC(=O)c1cccnc1Cl | 100 | 0.4 | -0.1 | -6 | -1 | -2 | 2 | 2 | 1.1 | 1.3
CC1=C(C(=O)Nc2ccccc2)C(c2ccc3c(c2)OCO3)C2=C(CCCC2=O)N1 (centres undefined) | 103 | 0.3 | -0.3 | 2 | 0 | 36 | 33 | -36 | 1 | 1.3
COc1ccc(N2CCN(Cc3cc(=O)oc4cc(C)c(Cl)c(C)c34)CC2)cc1 | 104 | 2.5 | -0.4 | -4 | -9 | 7 | -36 | -7 | 1 | 1
Cc1nc2nc(C)c(CCC(=O)N3CCN(c4ccccc4)CC3)c(C)n2n1 | 100 | 0.1 | 0.0 | -6 | 0 | . | 1 | . | 1.1 | 1.4
CCN(CC)C(=O)CCCSc1nnc(Nc2ccccc2F)s1 | 116 | -0.2 | 0.2 | 20 | -1 | -48 | 10 | 48 | 0.8 | 1
CN=C1SC(CC(=O)Nc2ccc(F)cc2F)C(=O)N1/N=C/c1ccc(OC(F)F)c(OC)c1 (centres undefined) | 92 | -1.6 | -0.1 | -3 | 2 | -11 | 7 | 11 | 1 | 1.2
CCn1nnnc1SCC(=O)Nc1ccc2c(c1)OCCO2 | 139* | 0.5 | -0.2 | 15 | -1 | -45 | 4 | 45 | 0.8 | 2.4
Cc1cc(C)nc(-n2nc(C)c(Br)c2Nc2ccc(Br)cc2)n1 | 97 | 0.6 | -0.3 | 0 | -1 | 14 | -1 | -14 | 1 | 0.89
CCOC(=O)C1CCN(c2ccc([N+](=O)[O-])c(C(C)=O)c2)CC1 | 90 | -1.6 | -0.2 | -1 | -4 | -2 | 5 | 3 | 1 | 1.2
N#Cc1c(NC(=O)CSC2=NCCS2)sc2c1CCCC2 | 102 | 1.5 | -0.1 | -8 | -2 | -14 | 12 | 14 | 1.1 | 1.6
O=C(NC(Cc1ccccc1)C(=O)O)/C(=C/c1ccc(F)cc1)NC(=O)c1ccccc1 (centres undefined) | 91 | 0.3 | -0.3 | -10 | -2 | -3 | 17 | 3 | 1.1 | 1.8
O=C(CN1C(=O)C2C3C=CC(C3)C2C1=O)NCc1ccc2c(c1)OCO2 (centres undefined) | 101 | 2.3 | -0.2 | -1 | -7 | -12 | 4 | 12 | 1 | 1.2
COc1ccc(NC(=O)Nc2ccccc2OC)cc1 | 114 | 0.2 | 0.3 | 46 | -1 | -32 | -4 | 32 | 0.5 | 2.5
O=C(OCc1nc2ccccc2c(=O)[nH]1)c1cccs1 | 104 | 1.5 | -0.4 | -4 | 0 | 3 | 14 | -3 | 1 | 1.2
CN1C(=O)c2cccc(NCCCCCCN3C(=O)c4ccccc4C3=O)c2C1=O | 94 | 0.0 | -0.3 | -12 | -2 | 16 | 6 | -16 | 1.1 | 0.91
CCC(Sc1nc2sc(C(=O)OC)c(C)c2c(=O)n1N)C(=O)NCC1CCCO1 (centres undefined) | 99 | 3.4 | -0.2 | -5 | -2 | 7 | -35 | -7 | 1 | 0.87
CCCCN(CCCC)CC(O)CN1C(=O)NC(C)(C)C1=O (centres undefined) | 99 | -1.8 | 0.0 | -5 | -8 | 0 | -9 | 0 | 1.1 | 1.2
Cc1cc(CNC(=O)COc2ccc(C#N)cc2)c2ccccc2n1 | 88 | 0.8 | -0.2 | 2 | 1 | -5 | 11 | 5 | 1 | 1
O=C(/C=C/c1ccccc1)Oc1coc(CSc2ncccn2)cc1=O | 77 | 0.2 | 0.1 | 0 | -1 | -16 | 8 | 16 | 1 | 1.1
CCc1nnc(NC(=O)CSc2nccn2-c2cccc(C)c2C)s1 | 88 | 0.2 | -0.3 | -4 | -1 | -2 | 10 | 2 | 1 | 0.8
Fc1ccc(-c2cc(C(F)(F)F)nc(-n3cncn3)n2)cc1 | 98 | -0.6 | -0.1 | -9 | -3 | -12 | 22 | 12 | 1.1 | 0.99
NC(=O)C1(N2CCCCC2)CCN(C(=O)CSc2nc3ccccc3o2)CC1 | 107 | 2.9 | 0.2 | . | . | 0 | . | 0 | . | .
COC(=O)CN1C(=S)N(c2ccc(Cl)cc2)C(=O)C1CC(=O)Nc1ccccc1 (centres undefined) | 105 | -0.1 | -0.1 | -8 | -8 | 8 | 8 | -8 | 1.1 | 1.3
COCCNC(=O)c1onc(CSc2ccc(F)c(F)c2)c1C(=O)O | 96 | -6.7 | -0.4 | -5 | 5 | -13 | 3 | 13 | 1 | 0.97
CCCCN(CC)C(=O)C1CCC(=O)N(c2ccc(OC)cc2)C1c1ccc(OC)c(OC)c1 (centres undefined) | 101 | -0.4 | -0.1 | . | . | 3 | . | -3 | . | .
Cc1ccc2cc(C(c3nnnn3C3CCCC3)N(Cc3cccnc3)Cc3ccco3)c(=O)[nH]c2c1 (centres undefined) | 96 | 0.3 | -0.4 | -1 | -1 | -17 | -2 | 17 | 1 | 0.67
COc1ccc(-c2cc(C(F)(F)F)n3nc(C(=O)NCc4ccco4)cc3n2)cc1OC | 91 | 0.2 | -0.1 | -9 | . | -19 | -3 | 19 | 1.1 | 1.1
CCOC(=O)N1CCN(c2c(-c3ccc(C)cc3)c(=O)c2=O)CC1 | 92 | -2.5 | -0.1 | -9 | 6 | -30 | 4 | 30 | 1.1 | 0.97
CCC(=O)Nc1ccc2c(c1)C(=O)c1ccccc1C2=O | 148* | 2.0 | -0.1 | 23 | -2 | -104 | 3 | 104 | 0.8 | 4.2*
CCCn1c(Nc2ccccc2)nc2ccccc21 | 97 | 0.1 | -0.4 | -3 | 2 | -3 | 4 | 3 | 1 | 0.91
CCOC(=O)c1c(CCl)nc2ccccc2c1C | 94 | -1.6 | -0.3 | 0 | 3 | 0 | 0 | 0 | 1 | 0.93

Copied from the list:
NC(=O)C1(N2CCCCC2)CCN(C(=O)CSc2nc3ccccc3o2)CC1 in STAT1 activator is listed with 107
CCCn1c(Nc2ccccc2)nc2ccccc21 in FLuc inhib CS is listed with -3
Fc1ccc(-c2cc(C(F)(F)F)nc(-n3cncn3)n2)cc1 in Hsp70 activator is listed with -0.1

Remaining list, next part:
SMILES | STAT1 activator | Redox H2O2 prof | Hsp70 activator | FLuc inhib CS | Efa HMGR inh | APP transl inh | G6PDH CS | APP 5'UTR act | FLuc act counter | NF-kB neuron act
CCC(=O)N1CCN=C1SCc1ccc(F)cc1 | 95 | -1.0 | 0.0 | -5 | 0 | 2 | -1 | -3 | 1.1 | 1
C/C(=N\Nc1ncc(Cl)cc1Cl)c1ccccn1 | 36 | -1.5 | -0.2 | 94* | -2 | 70* | 5 | -70 | 0.1 | 0.44
CN(C)S(=O)(=O)N1CCCN(S(=O)(=O)N(C)C)CC1 | 102 | -3.7 | 1.0 | -9 | 0 | 4 | 4 | -4 | 1.1 | 1.6
O=[N+]([O-])c1ccccc1NC(=S)N/N=C/c1ccc(O)c(O)c1 | 148* | -0.3 | -0.3 | 7 | -4 | -150 | 11 | 150* | 0.9 | .
Cc1ccccc1Cn1ccc(=NCc2ccccc2)cc1 | 71 | -0.6 | -0.6 | -6 | 0 | 2 | -2 | -2 | 1.1 | 0.76
O=C1[C@@H]2CSCN2C(=O)CN1CCc1cccc(F)c1 | 99 | 1.6 | 0.1 | -5 | -3 | 6 | -1 | -6 | 1.1 | 1.3
CC(C)C(NC(=O)CSc1ccc(Cl)cc1)C(C)C | 96 | 0.0 | -0.5 | -5 | -2 | 3 | 0 | -3 | 1.1 | 0.94
Cc1ccc(-n2c(SCC(=O)Nc3ccc4c(c3)OCCO4)nnc2-c2ccco2)cc1 | 91 | 0.6 | -0.5 | -8 | -7 | 28 | 0 | -28 | 1.1 | 0.79
Cc1csc(=Nc2cccnc2)n1Cc1ccco1 | 94 | -1.2 | -0.2 | -10 | 1 | 17 | 2 | -17 | 1.1 | 1.1
COC(=O)C(C)Oc1ccc2c(-c3cccc([N+](=O)[O-])c3)cc(=O)oc2c1 (centres undefined) | 101 | -3.2 | -0.2 | 0 | -2 | -8 | 5 | 8 | 1 | 1.1
COc1cc(S(=O)(=O)Nc2cccc(C(=O)O)c2)c(OC)cc1Cl | 102 | 0.0 | -0.2 | 6 | -4 | . | -6 | . | 0.9 | 1.1
COCCNS(=O)(=O)c1cc(C(=O)O)ccc1OC | 91 | -0.3 | -0.3 | -6 | 1 | 2 | -1 | -2 | 1.1 | 1.1
CCCCN1CNC(=S)N(Cc2ccccc2)C1 | 104 | 0.0 | -0.4 | -2 | -4 | -13 | 6 | 13 | 1 | 1.3
COc1ccc(O[C@H]2C=C[C@@H](c3ccccc3)O[C@@H]2COC(=O)CC/C(C)=N/O[C@H](C)c2cn([C@@H]3COC[C@H]3O)nn2)cc1 | 91 | 0.4 | -0.3 | -11 | -5 | 0 | 18 | 0 | 1.1 | 0.92
